From PubChem
RBX1-CUL1 inh: inhibitors of human ROC1-CUL1 ubiquitin ligase activity; in vitro K48 di-Ub FRET, acceptor:donor ratio, 45 min; inhibition, % at 10 µM; actives 0.6% (n = 140,000); AID 1347404; in the data active = inhibition above about 25%
Target sequence (P62877 whole entry, looked up): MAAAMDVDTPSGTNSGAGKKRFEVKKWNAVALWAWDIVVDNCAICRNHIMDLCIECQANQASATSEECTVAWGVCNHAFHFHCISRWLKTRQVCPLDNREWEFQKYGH
Target sequence (Q13616 whole entry, looked up): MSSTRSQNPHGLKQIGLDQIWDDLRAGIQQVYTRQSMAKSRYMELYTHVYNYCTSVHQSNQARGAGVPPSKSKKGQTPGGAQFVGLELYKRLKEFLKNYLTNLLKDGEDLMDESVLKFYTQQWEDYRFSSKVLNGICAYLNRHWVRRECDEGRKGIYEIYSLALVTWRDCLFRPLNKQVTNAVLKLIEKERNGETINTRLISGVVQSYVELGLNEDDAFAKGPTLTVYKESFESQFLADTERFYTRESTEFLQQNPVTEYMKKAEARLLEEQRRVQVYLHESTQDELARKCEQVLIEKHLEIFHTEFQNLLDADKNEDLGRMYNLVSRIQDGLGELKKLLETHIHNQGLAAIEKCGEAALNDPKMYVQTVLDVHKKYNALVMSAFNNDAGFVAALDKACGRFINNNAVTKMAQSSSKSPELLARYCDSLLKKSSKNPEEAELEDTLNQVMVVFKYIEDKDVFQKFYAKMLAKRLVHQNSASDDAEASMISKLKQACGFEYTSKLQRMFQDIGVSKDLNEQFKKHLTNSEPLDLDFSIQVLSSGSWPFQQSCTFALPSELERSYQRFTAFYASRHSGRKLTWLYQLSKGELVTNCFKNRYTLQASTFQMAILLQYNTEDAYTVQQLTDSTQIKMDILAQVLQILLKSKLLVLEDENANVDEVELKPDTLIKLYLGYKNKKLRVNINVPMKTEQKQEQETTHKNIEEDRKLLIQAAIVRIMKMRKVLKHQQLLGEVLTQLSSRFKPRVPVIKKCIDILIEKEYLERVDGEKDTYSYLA
Active calls of the source: *; & = joins results of further samples. The list is partial, so the mix of outcomes need not match the whole.

cpd	structure	RBX1-CUL1 inh
1	O=c1c2ccccc2nnn1OS(=O)(=O)c1ccccc1	4
2	O=c1c2ccccc2c2ccccc2c(=O)n1-c1ccc2c(c1)OCO2	-4
3	CC(C)CC(=O)Nc1ccnn1C1CCN(Cc2ccc3cccc(F)c3n2)CC1	4
4	CC(C)CC(=O)Nc1ccc(N2CCN(C(=O)C(C)(C)C)CC2)cc1	-2
5	COc1ccc(-n2nc3ccc(NC(=O)c4ccc(-c5cc(Cl)ccc5Cl)o4)cc3n2)cc1	9&11
6	O=S(=O)(O)CCCSc1ncn[nH]1	7
7	CC1CCCCN1S(=O)(=O)c1c(F)cccc1F (stereo unspecified)	2
8	Cc1ccc(CNS(=O)(=O)c2c(C)nc3sc(C)cn3c2=O)cc1	7
9	O=C(Nc1cc(Cl)ccc1O)c1cc2nc(-c3ccc(F)cc3)cc(C(F)(F)F)n2n1	0
10	O=C(O)c1ccc(/C=C2\SC(=O)N(CC(=O)N3CCOCC3)C2=O)cc1	0
11	CCCSc1oc(-c2ccco2)nc1S(=O)(=O)c1ccc(Br)cc1	0
12	Cc1cccc2sc(N(CCCN(C)C)C(=O)c3ccc(Cl)s3)nc12	-7
13	COCCCN=CC1C(=O)N(c2ccc(Br)c(C)c2)N=C1C (stereo unspecified)	5
14	Cc1oc(-c2ccc(NC(=O)Cc3ccccc3)cc2)nc1CNC(=O)c1ccc2c(c1)OCO2	-1
15	COc1cccc(CN2CC(C(=O)NCC(C)(C)OC)CCC2=O)c1 (stereo unspecified)	7
16	CN(C(=O)c1ccsc1)C(Cc1ccccc1F)C1CCN(C(=O)CCCc2ccccc2)CC1 (stereo unspecified)	10
17	CCCOC(=O)c1cc(-c2ccc(/C=C3/C(=O)N(C)C(=O)C(C#N)=C3C)o2)ccc1Cl	15
18	CC(=O)C1OC2C=C3C=CCCC3=CC2O1 (stereo unspecified)	6
19	O=C(c1cccn1-c1nnc(N2CCCC2)s1)N1CCN(c2ccccc2)CC1	-1
20	CCOc1ccc(-c2noc(CSc3nnc(Cc4ccccc4)n3-c3cccc(C)c3)n2)cc1	4
21	CC12C3C4C(C5C1C3C5(Br)C41OCCO1)C21OCCO1 (stereo unspecified)	-4
22	COc1ccccc1CCN1CCC(CN(C)C(=O)CCc2cnccn2)CC1	6
23	N#Cc1ccsc1NC(=O)CSc1ncnc2sc3c(c12)CCCC3	-3
24	O=C(NCCCc1ccccc1)C1CC12CCN(C(=O)c1cccc(-c3ccccc3F)c1)CC2 (stereo unspecified)	5
25	Cc1cccc(N2C(=S)N(c3ccccc3)C3CS(=O)(=O)CC32)c1 (stereo unspecified)	1
26	OCCN1CCN(CC(O)c2ccc(C3CCCC3)cc2)CC1 (stereo unspecified)	-11
27	C=CCN1C(=O)C(=O)C(C(C)=O)C1c1ccc(Cl)cc1 (stereo unspecified)	-6
28	O=C(Cc1ccccc1)Nc1sc2c(c1C(=O)Nc1ccccc1Cl)CCCC2	7
29	C=CCNS(=O)(=O)Cc1ccc(Cl)cc1	11
30	CS(=O)(=O)c1ccccc1C(=O)O	4
31	Cc1csc2nc(=O)c3cccnc3n12	-3
32	O=C(O)c1cc(Cl)c(Cl)cc1C(=O)Nc1cccc2ccccc12	-4
33	CCCCCCCC1=NN2C(=N)/C(=C/c3ccc(-c4cccc(C(=O)O)c4)o3)C(=O)N=C2S1	97*
34	NC(=O)c1c(NC(=O)c2noc3c2CCCC3)sc2c1CCCC2	1
35	CCCc1cnc(-c2cccc(-c3ccn(CC(O)CC)n3)c2)nc1 (stereo unspecified)	2
36	O=C1/C(=C/c2cccc(O)c2)SC(=S)N1c1ccc(F)cc1	11

Reprinted at random: 5 entries already listed.
cpd	structure	RBX1-CUL1 inh
34	NC(=O)c1c(NC(=O)c2noc3c2CCCC3)sc2c1CCCC2	1
32	O=C(O)c1cc(Cl)c(Cl)cc1C(=O)Nc1cccc2ccccc12	-4
30	CS(=O)(=O)c1ccccc1C(=O)O	4
26	OCCN1CCN(CC(O)c2ccc(C3CCCC3)cc2)CC1 (stereo unspecified)	-11
33	CCCCCCCC1=NN2C(=N)/C(=C/c3ccc(-c4cccc(C(=O)O)c4)o3)C(=O)N=C2S1	97*

The listing continues:
cpd	structure	RBX1-CUL1 inh
37	CCn1ccc(C(=O)Nc2cc(Cl)ccc2Cl)n1	-5
38	CCCCCOc1ccccc1C1Oc2nc(SC)nnc2-c2ccccc2N1C(=O)CC (stereo unspecified)	6
39	C=CCOC(=O)C1C(C)=NC(=O)NC1c1cn(-c2ccccc2)nc1-c1ccc(OCC=C)c(C)c1 (stereo unspecified)	-8
40	COc1ccc(/C=C2/SC(=S)N(CCCCCC(=O)NC34CC5CC(CC(C5)C3)C4)C2=O)cc1	2
41	CCc1ccc(S(=O)(=O)c2nnn3c2nc(N2CCCC2)c2sccc23)cc1	14
42	CN(c1ccc(F)cc1)S(=O)(=O)N1CCCC(C(=O)NCc2cccc(Br)c2)C1 (stereo unspecified)	-3
43	CN1CCN(c2ncccc2CNC(=O)C2CCCCN2C)CC1 (stereo unspecified)	1
44	COc1cccc(CC(=O)N2CCOc3ccc(CN4CCN(Cc5ccccn5)CC4)cc3C2)c1	0
45	COC(=O)CN(C)C(=O)CC1C(=O)NCCN1Cc1cccs1 (stereo unspecified)	5
46	Clc1cccc(N2CCN(c3nc4ccccc4n4cnnc34)CC2)c1	9
47	COc1ccc(CNC(=O)CN2C(=O)CC(c3ccc(C)c(C)c3)=Nc3ccccc32)cc1	1
48	Cc1ccc(C2C(/C=N/NC(=O)CSc3nc4ccccc4s3)=C(c3ccccc3)Oc3ccccc32)cc1 (stereo unspecified)	3

Grouped by structure: those above containing a thiophene ring, fused or not
cpd	structure	RBX1-CUL1 inh
12	Cc1cccc2sc(N(CCCN(C)C)C(=O)c3ccc(Cl)s3)nc12	-7
16	CN(C(=O)c1ccsc1)C(Cc1ccccc1F)C1CCN(C(=O)CCCc2ccccc2)CC1 (stereo unspecified)	10
23	N#Cc1ccsc1NC(=O)CSc1ncnc2sc3c(c12)CCCC3	-3
28	O=C(Cc1ccccc1)Nc1sc2c(c1C(=O)Nc1ccccc1Cl)CCCC2	7
34	NC(=O)c1c(NC(=O)c2noc3c2CCCC3)sc2c1CCCC2	1
41	CCc1ccc(S(=O)(=O)c2nnn3c2nc(N2CCCC2)c2sccc23)cc1	14
45	COC(=O)CN(C)C(=O)CC1C(=O)NCCN1Cc1cccs1 (stereo unspecified)	5

(listing goes on)
cpd	structure	RBX1-CUL1 inh
49	Cc1ccc(N=Nc2c(O)[nH]c(=O)[nH]c2=O)cc1Br	-4
50	COc1ccc(CC(=O)NNC(=O)c2ccccc2Br)cc1	10
51	Cc1ccccc1NC(=O)CSc1nc2c(oc3ccccc32)c(=O)n1-c1ccccc1F	0
52	COc1ccc(S(=O)(=O)Nc2cc3c(cc2N2CCOCC2)n(C)c(=O)n3C)cc1	5
53	COc1cc(OC)c(C(=O)Nc2nc3ccccc3s2)cc1OC	6
54	Cc1cccc(NC(=O)c2sc3nc4c(cc3c2N)CCCCCC4)c1C	3&-3
55	COc1ccc(S(=O)(=O)N2CCN(C/C=C/c3ccccc3)CC2)cc1C	-4
56	O[C@@H]1CN(Cc2cccn2-c2ccccn2)CC[C@H]1N1CCN(c2ccccn2)CC1	4
57	O=[N+]([O-])c1ccccc1-n1nc(-c2ccccc2)cc1-c1ccccc1	14
58	Oc1ccc(-n2c(-c3ccccc3)ccc2-c2ccccc2)cc1	-8
59	CCCNC(=O)c1c(NC(=O)c2ccccc2C)sc2c1CCC2	-1
60	CCOc1ccc(S(=O)(=O)n2cccn2)cc1C	-7
61	CC1(C)CC(=O)c2c(-c3cccs3)n[nH]c2C1	-2
62	Cc1ccnc(NC(=O)c2ccc(Cl)c(NC(=O)C(C)c3ccc(CC(C)C)cc3)c2)c1 (stereo unspecified)	1
63	N=c1c2cnn(-c3ccccc3)c2ncn1N	1
64	CC(C)NC(=O)C1CCN(C2CCN(C(=O)c3ccccc3F)CC2)CC1	-2
65	CCN1CCN(C(=O)c2ccc(N3CCC(NCc4cccc(-n5cccn5)c4)CC3)cc2)CC1	-1
66	CC1(C)CC(=O)C2=C(C1)OC(=N)C(C#N)C2Cc1ccccc1 (stereo unspecified)	-10
67	COc1ccc(Cn2c(CO)cnc2SCc2ccccc2)cc1	-4
68	Cc1cc(NC(=O)CSc2nc(-c3cccs3)cc(C(F)(F)F)n2)n(-c2ccccc2)n1	4
69	CC1(C)C(=O)C2(C(=O)Nc3cc(Cl)ccc3Cl)CCC1C2 (stereo unspecified)	2
70	CCS(=O)(=O)c1ncc(CN(Cc2ccccc2)CC2CC2)n1CCOC	13
71	CC(OC(=O)CCC(=O)Nc1ccc(C(=O)OC(C)C(=O)c2ccccc2)cc1)C(=O)c1ccc(Cl)cc1 (stereo unspecified)	-3
72	CN(Cc1cccnc1)C(=O)c1cc(CN2CCC(Cc3ccccc3)CC2)on1	13
73	Cc1cccc2sc(NC(=O)NC3(C(F)(F)F)Oc4ccccc4O3)nc12	-2
74	Nc1c(Cl)cc(N2C(=O)c3ccc(Oc4ccc5c(c4)C(=O)N(c4cc(Cl)c(N)c(Cl)c4)C5=O)cc3C2=O)cc1Cl	-11
75	CCSc1nnc(NC(=O)C(C)C)s1	0
76	CC1(C)Cc2c(cnn2-c2ccc(F)cc2)C(NCc2ccccn2)C1 (stereo unspecified)	0
77	CCc1noc(C)c1C(=O)NCc1ccc(Cl)c(Cl)c1	5
78	Cc1nc(SCc2ccc(Cl)cc2)c(C#N)c(C)c1Cl	-3
79	COCCNC(=O)CSc1nc(-c2ccc(F)cc2)[nH]c1-c1ccc(Cl)cc1	9
80	O=C(Cc1nc2ccccc2s1)C(=O)Nc1cc(Cl)c(Cl)cc1Cl	-9
81	Cc1ccc2c(c1)CN(C(=O)c1ccc(N3CCOCC3)cc1)CC(c1ccsc1)O2 (stereo unspecified)	-3
82	CN1CCN(CCC(Oc2ccccc2OCc2ccccc2)c2ccccc2)CC1 (stereo unspecified)	1
83	Cc1cccc(-c2cc(C(=O)N/N=C/c3cccnc3)c3ccccc3n2)c1	8
84	CCOC(=O)c1cc2c([nH]c1=O)CC(c1ccc(C)cc1)CC2=O (stereo unspecified)	5
85	c1ccc2c(-c3n[nH]c4c3CN(C3CCC3)CC4)cccc2c1	15
86	O=C(CC1(O)C(=O)Nc2ccccc21)C1CC1 (stereo unspecified)	0
87	COc1ccc(Br)cc1C(=O)Nc1ccc(Cl)cc1C(=O)O	-2
88	COc1ccc(OC)c(NC(=O)C2=C(C)C(=O)OC23CCN(C(C)C)CC3)c1	-7
89	C=CCOc1cccc(C2C(C(=O)c3ccc(C)o3)C(=O)C(=O)N2CCN(C)C)c1 (stereo unspecified)	2
90	COc1cccc(N2CC(C(=O)Nc3nccs3)CC2=O)c1 (stereo unspecified)	6
91	CCSc1cc(N2CC(C)OC(C)C2)nc(-c2ccccc2Cl)n1 (stereo unspecified)	1
92	C=CCOc1ccc(C(=O)NCC2CCCO2)cc1Br (stereo unspecified)	2
93	COc1ccc(CC(=O)NCC2CCCN(C(=O)c3occc3C)C2)cc1 (stereo unspecified)	-4
94	COc1ccc(C(=O)Nc2ccc3nc4c(c(Nc5ccc(OC)c(OC)c5)c3c2)CCCC4)c(OC)c1	-2
95	COc1ccc(F)cc1S(=O)(=O)N1CCC(C(=O)N2CCN(C)CC2)CC1	-3
96	Cc1c(CC(=O)N(C)C(C)c2ccon2)c2c(n1CC(C)C)CC(C)(C)CC2=O (stereo unspecified)	7
97	O=S(=O)(c1ccc(-n2cnnn2)cc1)N1CCN(c2cccc(Cl)c2)CC1	-9
98	CCOC(=O)N1CCN(c2cc3cc(OC)ccc3oc2=O)CC1	4
99	CCOC(=O)C1=c2s/c(=C/c3cccc(C)c3)c(=O)n2C(=N)C(C#N)C1c1cccc(C)c1 (stereo unspecified)	5
100	O=C1CC(c2cccs2)Cc2c1cnn2-c1ccc(F)cc1 (stereo unspecified)	-9
101	Cc1cc(C(=O)N/N=C/c2ccccc2O)n[nH]1	2
102	CCCOC(=O)c1cccc(NC(=O)CSc2nnc(COc3cccc(C)c3)n2C)c1	5
103	CSc1ccc(CC2(CCC(=O)N(C)Cc3cccc(-n4nc(C)cc4C)c3)CCC(=O)N2)cc1 (stereo unspecified)	13
104	CC(=O)Nc1ccc(NS(=O)(=O)c2ccc(Cl)s2)cc1	3
105	COCCN1C(=O)C(Cc2ccc(N3CCCC3)cc2C)=NC1=S	-4
106	CC(C(=O)O)(c1ccccc1)C1CC1 (stereo unspecified)	-1
107	COc1cccc(CNC(=O)C2CCCN(S(=O)(=O)N(C)c3ccc(F)cc3)C2)c1OC (stereo unspecified)	-2
108	CCOC(=O)C1CCCN(S(=O)(=O)c2ccc3c(c2)N(C)C(=O)CC(=O)N3C)C1 (stereo unspecified)	-5

Carrying on:
cpd	structure	RBX1-CUL1 inh
109	Oc1ccccc1Nc1ncnc2c1oc1ccccc12	1
110	CCOc1ccccc1NC(=O)Cn1cnc2onc(-c3ccc(F)cc3)c2c1=O	-2
111	CCc1ccc(CNC(=O)c2ccc(NC(=O)N3CCCCc4ccccc43)cc2)cc1	2
112	COc1cccc(N2CC(C)Cn3c2nc2c3c(=O)n(C)c(=O)n2C)c1 (stereo unspecified)	7
113	CC(C)CC(NC(=O)c1ccccc1NC(=O)c1ccco1)C(=O)N1CCCCCC1 (stereo unspecified)	6
114	C=CCNCCCCOc1c(C)cc(Cl)cc1Cl	10
115	CCOC(=O)c1c(-c2cccc(C)c2)csc1NC(=O)c1ccc(Cl)cc1Cl	5
116	COC(=O)C1=NN[C@H](c2ccccc2)[C@H]1c1ccccc1	-8
117	Cc1nn(C(C)C(=O)Nc2ccccc2C(F)(F)F)c(=O)c2c1sc1ccccc12 (stereo unspecified)	-12
